PGK inhibitor – qHTS Assay to Find Inhibitors of Phosphoglycerate Kinase; Phosphoglycerate kinase, glycosomal (Trypanosoma brucei brucei), P07378; PGK/GAPDH coupled, Kinase-Glo luminescence, 60 min; Potency, µM (top dose mostly 57.5 µM), for the others: at the highest dose activity change, negative = inhibition, usual class: inhibitors; actives 0.043% (n = 380,000); also: potency is read from the fitted curve at half-maximal effect; % is scaled to controls: 0 for no effect and ±100 for the full control effect; nearly all actives have a fitted effect of over 60% in size
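Recombinant glycosomal PGK reaction used 1,3-bisphosphoglycerate generated in-well by GAPDH (100nM final) in 100mM TEA pH 7.6, 5mM MgCl2, 0.01% Tween-20. After 60 minutes at room temperature, ATP was read by Kinase-Glo Plus luminescence end-point.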
G9a inh – qHTS Assay for Inhibitors of Histone Lysine Methyltransferase G9a; actives 8.8% (n = 350,000); Potency, µM (doses to about 102 µM), without a hit: at the highest dose activity, negative = inhibition, most hits filed as inhibitors; G9a H3K9 monomethylation, AlphaScreen, 2 h; also: potency is read from the fitted curve at half-maximal effect; % is scaled to controls: 0 for no effect and ±100 for the full control effect; nearly all actives have a fitted effect of over 75% in size
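G9a (20 nM) was preincubated 15 min with compound, then reacted 2 h at room temperature with 500 nM biotin-H3K9 peptide and 20 µM SAM. Monomethyl-H3K9 detected by AlphaScreen using anti-H3K9me1 antibody.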
BAZ2B block – qHTS Assay for Inhibitors of BAZ2B; actives 4.4% (n = 360,000); Bromodomain adjacent to zinc finger domain protein 2B (Homo sapiens), Q9UIF8; AlphaScreen BAZ2B-H3K14Ac peptide displacement; Potency, µM (series often up to 114 µM), inactives show top-dose activity change, negative = inhibition, actives largely listed as inhibitors; AID 504333, 2011; also: potency is read from the fitted curve at half-maximal effect; % is scaled to controls: 0 for no effect and ±100 for the full control effect; nearly all actives have a fitted effect of over 60% in size
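Compounds, titrated to a top concentration of 110 uM, were incubated 30 min at room temperature with preformed BAZ2B/acetyl-K14 H3 peptide complex (50 nM each). Proximity signal was measured by AlphaScreen after 20 min with beads.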
GLS inh – qHTS for Inhibitors of Glutaminase (GLS); Potency, µM (highest dose often 45.5 µM), inactives show at the top dose activity change, negative = inhibition, usual class: inhibitors; actives 0.21% (n = 410,000); AID 624170, 2012; Glutaminase kidney isoform, mitochondrial (Homo sapiens), O94925; GLS enzymatic activity, qHTS titration; also: potency is read from the fitted curve at half-maximal effect; % is scaled to controls: 0 for no effect and ±100 for the full control effect
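Two-point fluorescence kinetic (t0, 30 min RT) for hKGA; glutamate detected via glutamate oxidase–HRP–Amplex Red. Substrate: 1 mM L-glutamine solution; buffer 45 mM KH2PO4, pH 8.2.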
ERG Ets-DNA blk – qHTS for Small Molecule Inhibitors of the ERG Ets/DNA interaction. Transcriptional regulator ERG (Homo sapiens), P11308. fluorescence polarization, His-ERG Ets domain / labelled DNA. Potency, µM (highest dose often 76.9 µM), for inactives: at the highest dose FP activity, negative = inhibition, usual class: inhibitors. actives 0.028% (n = 370,000). AID 624246, 2012; active = well fitted inhibition curve with a large enough effect in the polarisation, with a control signal flat; inconclusive = small, poorly fitted or top-dose-only effect, or effect the other way, or a change in a side signal; inactive = no such curve, though single readings can be large or run the other way; the % refers to the polarisation;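 also: polarization taken with two DNA probes labelled with fluorescein and Texas red; potency is read from the fitted curve at half-maximal effect; % of control where 0% means no effect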
Target sequence (P11308 whole entry, looked up, the tested form may be a part): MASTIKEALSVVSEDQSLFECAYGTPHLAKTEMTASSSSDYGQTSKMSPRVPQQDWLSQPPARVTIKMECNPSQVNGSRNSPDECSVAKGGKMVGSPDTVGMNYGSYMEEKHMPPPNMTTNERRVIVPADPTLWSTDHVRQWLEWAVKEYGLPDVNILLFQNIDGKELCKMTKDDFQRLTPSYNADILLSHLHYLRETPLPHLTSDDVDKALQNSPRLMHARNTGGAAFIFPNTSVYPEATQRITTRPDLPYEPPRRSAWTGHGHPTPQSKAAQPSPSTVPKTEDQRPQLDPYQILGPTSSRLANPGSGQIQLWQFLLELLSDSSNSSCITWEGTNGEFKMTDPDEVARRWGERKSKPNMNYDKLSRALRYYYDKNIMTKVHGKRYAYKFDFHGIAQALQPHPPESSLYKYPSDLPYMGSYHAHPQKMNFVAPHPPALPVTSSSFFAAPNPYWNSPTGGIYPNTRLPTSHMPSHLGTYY
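His-tagged ERG Ets domain (1 uM in the protein solution; 300mM KCl, 50mM Tris-HCl, 1mM EDTA, 1mM DTT, pH 7.5) received compound, then a probe mix of 5 nM fluorescein-DNA and 100nM Texas-615-DNA. Fluorescence polarization was read for both dyes.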
Pin1 inh – qHTS Assay to Find Inhibitors of Pin1; AID 504891, 2011; Potency, µM (titrated, usually from 115 µM), for the others: at the top dose activity, negative = inhibition, usual class: inhibitors; Peptidyl-prolyl cis-trans isomerase NIMA-interacting 1 (Homo sapiens), Q13526; actives 0.009% (n = 390,000); Pin1 FP peptide displacement, HiFluor488, 10 min; active = well fitted inhibition curve with a large enough effect in the polarisation, with a control signal flat, not every such curve was filed as active; inconclusive = small, poorly fitted or top-dose-only effect, or effect the other way, or a change in a side signal; inactive = no such curve, though single readings can be large or run the other way; the % refers to the polarisation; also: potency is read from the fitted curve at half-maximal effect; % is scaled to controls: 0 for no effect and ±100 for the full control effect
Target sequence (Q13526 whole entry, looked up): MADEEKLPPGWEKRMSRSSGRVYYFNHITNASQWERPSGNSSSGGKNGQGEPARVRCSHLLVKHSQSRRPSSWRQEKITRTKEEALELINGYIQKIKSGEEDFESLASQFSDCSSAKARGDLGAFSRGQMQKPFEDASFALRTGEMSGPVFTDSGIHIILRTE
JMJD2A Tudor – qHTS Assay for Inhibitors of JMJD2A-Tudor Domain; Potency, µM (doses to about 114 µM), for the others: at the highest dose activity change, negative = inhibition, hits mostly inhibitors; actives 4.4% (n = 390,000); Lysine-specific demethylase 4A (Homo sapiens), O75164; AlphaScreen JMJD2A-Tudor / H3K4me3 peptide binding; also: potency is read from the fitted curve at half-maximal effect; % is scaled to controls: 0 for no effect and ±100 for the full control effect; nearly all actives have a fitted effect of over 50% in size
PI4K2A inh – qHTS for small molecular inhibitors of PI4K2A. Phosphatidylinositol 4-kinase type 2-alpha (Homo sapiens), Q9BTU6. purified PI4K2A, ADP-Glo luminescence, 1 h; active compounds read low. activity change, negative = inhibition, % at 76.9 µM. actives 0.13% (n = 420,000); in the data active = activity change below about -50%; inconclusive = mostly about -30% to -49%;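 also: -100% = wells without enzyme as full effect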
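ADP-Glo luminescence measured ADP generated by PI4K2A enzyme (4 ug/mL before mixing) with 1.2 mM PI substrate (pre-mix) and 300 microM ATP (pre-mix). Tris pH7.5 buffer with MgCl2, Triton X-100; 1 h reaction at ambient temperature.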
HP1b chromo inh – HTS for Inhibitors of HP1-beta Chromodomain Interactions with Methylated Histone Tails | Chromobox protein homolog 1 (Homo sapiens), P83916 | AlphaScreen HP1-beta / biotin-H3K9me3 peptide binding | Potency, µM (highest dose often 114 µM), inactives show at the highest dose activity change, negative = inhibition, hits mostly inhibitors | actives 0.56% (n = 390,000); also: potency is read from the fitted curve at half-maximal effect; nearly all actives have a fitted effect of over 70% in size; inactives centre near 23
Target sequence (P83916 whole entry, looked up): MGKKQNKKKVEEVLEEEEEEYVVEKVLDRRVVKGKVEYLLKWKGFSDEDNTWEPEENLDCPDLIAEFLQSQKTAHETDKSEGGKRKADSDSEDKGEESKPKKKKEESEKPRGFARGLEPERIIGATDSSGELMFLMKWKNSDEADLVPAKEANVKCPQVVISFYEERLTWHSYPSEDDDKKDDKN
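AlphaScreen: HP1-beta (50 nM) preformed 30 min with biotin-H3(1-18)K9me3 peptide (50 nM) in PBS pH 7.4, 0.01% Tween-20. Compound added for 30 min at RT, then streptavidin donor/nickel chelate acceptor beads (10 ug/mL) for 30 min.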
An asterisk follows results filed as active; i = inactive; ? = inconclusive; nt = no result given; [ ] = dose if it differs, or a comment. Unless noted, calls follow the shape of the dose curve; as a rule, active = well fitted curve in the direction sought with a large enough effect; inconclusive = small, poorly fitted or top-dose-only effect, or another doubt; inactive = no such curve, though single readings can be large; an effect the other way counts as inactive or inconclusive.

nr	PGK inhibitor	G9a inh	BAZ2B block	GLS inh	ERG Ets-DNA blk	Pin1 inh	JMJD2A Tudor	PI4K2A inh	HP1b chromo inh	smiles
1	-1%	-28%	-1%	25%	7%	2%	7%	-6	33%	O=c1nc(SCc2ccccc2Cl)nc(-c2ccc(Cl)cc2)[nH]1
2	-1%	25%	1%	-1%	-8%	-5%	-6%	-2	42%[activator]	CC1CCN(CC(=O)Nc2ccccc2C(=O)c2ccccc2)CC1
3	1%	17%[59 µM]	10%	6%	-6%	-3%	-15%	-4	39%	O=C1c2ccccc2CN1CCSC(=S)N1CCOCC1
4	-4%	-13%	-4%	-2%	6%	-1%	-15%	-1	44%[activator]	O=S(=O)(c1ccc(S(=O)(=O)N(Cc2ccc(F)cc2)C2CCCC2)cc1)N1CCCC1
5	i	nt	11%	-14%	-2%	4%	2%	-2	29%	Cc1nc(-c2ccc(-c3ccon3)s2)no1
6	16%	nt	nt	-7%	84%[activator]	?	-8%	-8	15%	CCOc1ccc(NC(=O)COc2ccc(S(=O)(=O)N3CCOCC3)cc2)cc1
7	8%	-3%	1%	0%	-4%	-5%	0%	6	33%	CC(NC(=O)c1c(Cl)cnn1C)C1CCCO1 (stereo unspecified)
8	nt	8%[59 µM]	24%	-4%	-5%	?	-15%	6	26%	COc1ccc(-c2nnc(SCC(N)=O)n2N)cc1
9	-2%	?	-29%	7%	6%	5%	6%	1	27%	CCn1cc(Cl)c(C(=O)NNC(=O)CCn2ccc([N+](=O)[O-])n2)n1
10	0%	-13%[59 µM]	-2%	2%	8%	19%	-21%	4	9%	O=C(CSc1nc2ccccc2c(=O)n1-c1ccc(F)cc1F)c1c[nH]c2ccccc12
11	-8%	?	-1%	9%	2%	-3%	-1%	-2	19%	O=C(Nc1nnc(SCc2ccccc2)s1)c1ccco1
12	-1%	6%[0.501 µM]	-5%	-3%	-10%	-7%	1%	1	26%	Cc1cccnc1NC(=O)c1cccc(S(=O)(=O)N2CCCC2)c1
13	i	6%[59 µM]	-34%	-4%	0%	-8%	-31%	-1	40%[activator]	COc1cccc(CNCc2c(C(=O)O)c(C)n(Cc3ccc(F)cc3Cl)c2C)c1OC
14	14%	?	-14%	1%	-3%	-3%	-24%	2	27%	O=C(O)CSc1nnc(-c2ccncc2)n1C1CCCCC1
15	i	?	18µM*	-15%	-4%	-1%	28µM*	10	?	CCc1ccc(-c2cn(C3CCCCC3)c(=S)[nH]2)cc1
16	-1%	50µM*	19%	9%	0%	-4%	-13%	-3	17%	O=C(O)/C=C/C(=O)Nc1ccc(NC(=O)c2ccccc2)c(Cl)c1
17	i	?	?	-2%	-12%	-2%	?	-1	5%	CCN(CC)CCCn1c(=S)[nH]c2cc(C(=O)OC)ccc2c1=O
18	i	130%[activator]	171%[activator]	-9%	-3%	-2%	91%[activator]	-2	175%[activator]	CCOc1nc(C)cc(C)c1S(=O)(=O)c1cccc(Cl)c1
19	-5%	8.9µM*	50µM*	?	nt	?	79µM*	1	?	O=C1ON=C(c2ccccc2)/C1=C/c1ccc(OS(=O)(=O)c2ccccc2)cc1
20	6%	41%	7%	-1%	-2%	4%	-13%	4	24%	O=C(Cc1cn2ccsc2n1)NCCc1ccc(F)cc1
21	nt	-7%[59 µM]	79µM*	21%	nt	-14%	56µM*	-1	19%	Cc1onc(-c2ccccc2Cl)c1C(=O)Nc1nn[nH]n1
22	5%	3%[59 µM]	-2%	-2%	-3%	-5%	-3%	2	47%	Cc1cc(C)c2nc(NC(=O)c3ccco3)sc2c1
23	4%	58%[activator]	-19%	-11%	1%	-2%	23%	2	45%[activator]	CC(NC(=O)COC(=O)CSCc1ccccc1)c1ccccc1 (stereo unspecified)
24	-7%	15%[12.7 µM]	-2%	-2%	12%[15.4 µM]	-7%	-2%	4	37%	CCCCn1nc(C(=O)NCC(=O)Nc2c(C)cccc2C)c2ccccc2c1=O
25	-3%	nt	-1%	6%	-5%	-5%	-9%	5	15%	COC(=O)C(NS(=O)(=O)c1ccc(N2CCCC2=O)cc1)c1ccccc1 (stereo unspecified)
26	-3%	9%	-2%	5%	-16%	?	-1%	-2	29%	Cn1c(=O)[nH]c2c(nc(-c3ccc(Cl)cc3)n2C)c1=O
27	i	?	?	1%	-10%	?	-29%	-15	8%	CCOC(=O)C1=C(CSc2nc3c(cc2C#N)CN(C)CC3)OC(N)=C(C#N)C1c1ccncc1 (stereo unspecified)
28	2%	27%	13%	10%	0%	0%	-12%	8	53%[activator]	O=C(Nc1cccc(-c2nc3ncccc3o2)c1)c1ccco1
29	i	nt	nt	11%	1%	1%	-20%	-4	17%	c1nc(CCO[C@H]2CCCCO2)cc2cc3c(cc12)OCO3
30	nt	8%	-6%	19%	nt	-1%	-3%	-1	10%	CCCN(CCC)CCNS(=O)(=O)c1ccc2c(c1)CCN2C(=O)C1CCC1
31	-7%	-32%	-20%	-5%	-4%	-1%	9%	7	53%[activator]	Nn1c(SCc2ccc(Br)cc2)nnc1-c1ccncc1
32	-11%	-3%	4%	-1%	1%	1%	-8%	-2	7%	CN(C)S(=O)(=O)c1cccc(C(=O)Nc2ccccc2N2CCCCC2)c1
33	-6%	-30%	-27%	-10%	-5%	3%	-7%	-1	22%	COc1ccc(CCN2CC(C(=O)OCC(=O)Nc3c(C)nn(-c4ccccc4)c3C)CC2=O)cc1OC (stereo unspecified)
34	i	12%	?	0%	7%	-10%	-34%	-5	-10%	Cc1ccc(O)c(C(=O)c2cc(C#N)c(=O)n(C(C)c3ccccc3)c2)c1 (stereo unspecified)
35	-4%	34%[12.7 µM]	-4%	-1%	1%	-1%	-15%	4	28%	CCN(c1ccccc1)S(=O)(=O)c1cccc(C(=O)NCCN2CCOCC2)c1
36	2%	?	-30%	3.2µM*	9%	5%	-14%	3	-11%	COc1cccc(Nc2ccc(C(=O)O)cc2N)c1
37	1%	-38%	?	2%	2%	-11%	-16%	0	26%	Cc1nn2c(-n3ccnc3C)c3c(nc2c1-c1ccccc1)CCC3
38	2%	-3%[59 µM]	7%	8%	-5%	4%	-6%	-2	13%	Cc1cccc(C(C)C)c1NC(=O)c1ccc(CN(c2ccccc2)S(=O)(=O)c2ccccc2)cc1
39	-2%	nt	nt	4%	10%	-14%	8%	4	39%[activator]	Cc1nnc(SCC(=O)NNC(=O)c2ccccc2)n1Cc1ccccc1
40	-18%	20µM*	56µM*	?	-3%	-24%	?	1	?	O=C(O)c1ccc2c3c(cccc13)C(=O)N(c1ccccc1)C2=O
41	-4%	-37%	-5%	8%	9%	-1%	-13%	7	21%	COc1cc(C(=O)Nc2ccc(S(=O)(=O)Nc3cc(C)on3)cc2)cc(OC)c1OC
42	i	15%	-1%	-7%	-20%	-17%	-5%	4	37%	Cc1csc(C(=O)O)c1NC(=O)c1c(Cl)cccc1Cl
43	0%	-29%[12.7 µM]	-24%	-5%	4%	2%	0%	-5	48%	OC(CCN1CCOCC1)(c1ccc(Cl)cc1)C1CCCCC1 (stereo unspecified)
44	-9%	40%	56%[activator]	?	-1%	-10%	56%[activator]	3	134%[activator]	CC(C)c1nc(Cl)c(C#N)c2c1CCCC2
45	-1%	?	-2%	7%	12%	-4%	-18%	4	30%	Cc1nn2c(N)c(C#N)cnc2c1-c1ccccc1
46	-6%	-21%[59 µM]	nt	0%	-17%	-6%	-14%	2	15%	COc1ccc(CCNC(=O)c2cc3c(=O)n(C)c4cc(Cl)ccc4c3s2)cc1OC

Three compounds already listed, arranged by their value in GLS inh, largest number first:
No. | molecule | PGK inhibitor | G9a inh | BAZ2B block | GLS inh | ERG Ets-DNA blk | Pin1 inh | JMJD2A Tudor | PI4K2A inh | HP1b chromo inh
27 | CCOC(=O)C1=C(CSc2nc3c(cc2C#N)CN(C)CC3)OC(N)=C(C#N)C1c1ccncc1 (stereo unspecified) | i | ? | ? | 1% | -10% | ? | -29% | -15 | 8%
46 | COc1ccc(CCNC(=O)c2cc3c(=O)n(C)c4cc(Cl)ccc4c3s2)cc1OC | -6% | -21%[59 µM] | nt | 0% | -17% | -6% | -14% | 2 | 15%
32 | CN(C)S(=O)(=O)c1cccc(C(=O)Nc2ccccc2N2CCCCC2)c1 | -11% | -3% | 4% | -1% | 1% | 1% | -8% | -2 | 7%

Bioassay records from PubChem BioAssay.
